Screening results: PubChem, several laboratories
MsrA inhibitor = bovine MsrA enzyme inhibitors, primary screen, biochemical, absorbance, HTS | Methionine sulfoxide reductase A (Bos taurus) | purified bovine MsrA, absorbance read-out | inhibition, % at 15.5 µM | 360,000 tested, 0.75% active; in the data active means inhibition above about 4.5%;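 further: 0% = vehicle wells with enzyme and 100% = reference inhibitor wells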
E coli Lon inh = inhibitors of E. coli Lon protease, primary screen, biochemical, fluorescence polarization | P0A9M0 | purified E. coli Lon protease | inhibition, % at 7.94 µM | 360,000 tested, 0.42% active | AID 602123, 2011; in the data active means inhibition above about 13%, passing the limit was not always enough;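 further: 0% = enzyme with probe and DMSO and 100% = no enzyme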
Neddylation inh = inhibitors of cullin neddylation, primary screen, biochemical, TR-FRET, uHTS, NAE and Ubc12 | NEDD8-conjugating enzyme Ubc12 (Homo sapiens) + NEDD8-activating enzyme E1 regulatory … | calls only at 25 µM | 360,000 tested, 0.58% active | AID 651699, 2012; in the data active means inhibition above about 36%
MsrA act = bovine MsrA enzyme activators, primary screen, biochemical, absorbance, HTS | Methionine sulfoxide reductase A (Bos taurus) | purified bovine MsrA, absorbance read-out | activation, % at 10.6 µM | 360,000 tested, 0.3% active | AID 602163, 2012; in the data active means activation above about 7.5%;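 further: 0% = vehicle and 100% = reference activator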
Rin1-Abl PPI inh = inhibitors of Rin1-Abl protein binding, primary screen, biochemical, TR-FRET; inhibition, % at 7.35 µM; 360,000 tested, 0.4% active; in the data active means inhibition above about 5%, passing the limit was not always enough
CendR NRP1 mod = modulators of CendR peptide binding to NRP-1, primary screen, biochemical, fluorescence polarization, uHTS; AID 602438, 2012; FAM-RPARPAR peptide binding to NRP-1; 360,000 tested, 0.85% active; inhibition, % at 25 µM;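 active means inhibition or corrected inhibition above about 18%, plus a signal ratio from 0.5 to 1.5, limit read from the data, passing the limit was not always enough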; further: strong numbers were not always called active
Target sequence (O14786 whole entry, looked up): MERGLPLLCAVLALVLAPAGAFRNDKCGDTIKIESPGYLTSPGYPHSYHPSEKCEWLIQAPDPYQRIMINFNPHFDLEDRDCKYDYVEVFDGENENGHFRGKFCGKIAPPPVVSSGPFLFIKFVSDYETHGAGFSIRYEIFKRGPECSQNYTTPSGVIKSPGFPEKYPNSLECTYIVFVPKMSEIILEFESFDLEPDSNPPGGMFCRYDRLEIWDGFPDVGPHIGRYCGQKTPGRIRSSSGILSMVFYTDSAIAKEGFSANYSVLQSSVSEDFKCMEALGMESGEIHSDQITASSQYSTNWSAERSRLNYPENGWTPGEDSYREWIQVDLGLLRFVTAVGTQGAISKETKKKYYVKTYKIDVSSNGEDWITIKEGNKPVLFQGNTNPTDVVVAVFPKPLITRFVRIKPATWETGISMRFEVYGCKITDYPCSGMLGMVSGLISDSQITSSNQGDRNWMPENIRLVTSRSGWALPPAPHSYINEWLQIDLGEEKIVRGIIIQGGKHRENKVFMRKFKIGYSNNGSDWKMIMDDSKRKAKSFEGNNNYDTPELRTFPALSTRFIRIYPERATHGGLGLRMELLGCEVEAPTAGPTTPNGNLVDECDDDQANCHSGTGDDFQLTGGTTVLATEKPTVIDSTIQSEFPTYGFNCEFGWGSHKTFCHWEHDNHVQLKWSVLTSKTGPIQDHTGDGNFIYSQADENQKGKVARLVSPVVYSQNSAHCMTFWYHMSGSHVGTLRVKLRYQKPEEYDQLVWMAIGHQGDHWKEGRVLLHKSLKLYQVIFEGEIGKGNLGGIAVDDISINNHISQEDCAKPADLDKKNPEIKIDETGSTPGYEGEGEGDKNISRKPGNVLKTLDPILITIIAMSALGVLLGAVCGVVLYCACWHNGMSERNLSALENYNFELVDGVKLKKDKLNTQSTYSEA
SKN-1 inh = suppressors of acrylamide-induced Pgst-4::GFP reporter in worms, primary screen, SKN-1 inhibitor project, whole organism, uHTS, GFP/RFP fluorescence ratio, strain VP596; C. elegans VP596 Pgst-4::GFP/RFP ratio, 24 h; 360,000 tested, 0.49% active; inhibition, % at 21.8 µM;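 active means interference check ratio from 0.5 to 1.5 plus GFP to RFP signal ratio inhibition reaching or exceeding a fixed threshold, cut at about 30% in these data, passing the limit was not always enough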; further: some compounds called inactive have numbers as strong as hits
MT1-MMP act inh = blockers of MT1-MMP proenzyme processing, primary screen, HT1080 RFP-PRO-GFP cells, GFP/RFP fluorescence. GFP/RFP ratio change, % at 20 µM. Matrix metalloproteinase-14 (Homo sapiens), P50281. GFP/RFP ratio fluorescence, overnight; percent of plate control window, DMSO zero. 360,000 tested, 0.061% active;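 active means GFP/RFP ratio change of at least 30% with cell ATP level not reduced by more than half and red fluorescence within 50% of control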; further: strong numbers were not always called active
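Test system: HT1080 RFP-PRO-GFP cells; Benchmarks: DMSO and RFP-L50D-GFP cell wells; Timing: cells overnight before dosing, compound overnight, 37 °C, 5% CO2; Compound: one 20 µM compound dose with 1% DMSO; Read-out: GFP/RFP fluorescence ratio.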
FAS TE block = FAS thioesterase domain inhibitors, primary screen, biochemical, fluorescence intensity, uHTS. Fatty acid synthase (Homo sapiens), P49327. recombinant FAS-TE, OMFH fluorogenic substrate, fluorescence endpoint. inhibition, % at 15 µM. 360,000 tested, 0.67% active. AID 602261, 2012;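 active means compounds whose normalised, plate-corrected inhibition of enzyme fluorescence in the single-dose primary screen is 50% or more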;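 further: 0% = DMSO with enzyme and 100% = substrate without enzyme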
* = called active by the depositor; i = inactive; / = no result given.

SMILES | MsrA inhibitor | E coli Lon inh | Neddylation inh | MsrA act | Rin1-Abl PPI inh | CendR NRP1 mod | SKN-1 inh | MT1-MMP act inh | FAS TE block
COc1ccc(CC(NC(C)=O)C(=O)NC2CCN(S(=O)(=O)c3ccc(NC(C)=O)cc3)CC2)c(OC)c1 (centres undefined) | 0.5 | 9 | i | -3 | 0 | 2 | -5 | 2 | -7
COc1ccc(CCNC(=O)CN2C(=O)NC3(CCOc4ccccc43)C2=O)cc1 (centres undefined) | -0.3 | -5 | i | -3 | -3 | -4 | -11 | 0 | -3
COc1ccc(OCc2cc(C(=O)NCc3nc(C)cs3)no2)c(Cl)c1 | -0.8 | -1 | i | -1 | -5 | -1 | 5 | -1 | -1
Cc1ccc(N=Cc2c(O)n(-c3ccc4c(c3)OCO4)c(=O)c3ccccc23)cc1 | -1.2 | -14 | i | -4 | 2 | -7 | -12 | -3 | 9
O=C1CC(c2ccccc2Cl)=NN(c2ncnc3ccccc23)C1=O | 2.9 | -37 | i | -2 | -2 | -15 | 2 | -22 | -5
COC(=O)c1c(SCC(=O)Nc2ccc(C)cc2)nc(=O)[nH]c1C | 0.2 | 3 | i | -3 | -7 | -16 | 0 | 0 | -3
Cc1ccc(N)c(C(O)(C(F)(F)F)C(F)(F)F)c1 | 0.0 | -6 | i | -9 | 4 | 1 | -3 | -6 | -3
CCSc1nc2c(cnn2-c2ccc(C)c(C)c2)c(=O)[nH]1 | -0.5 | 10 | i | -1 | 1 | -12 | 3 | 2 | -1
CCCNC(=O)c1c(N)n(-c2cccc(OC)c2)c2nc3ccccc3nc12 | 0.5 | 3 | / | 1 | -4 | 1 | 3 | -24 | 19
Cc1cc(-c2nnc(SCC(=O)Nc3ccccc3C(F)(F)F)o2)c(C)n1-c1ccccc1 | 0.4 | 3 | i | -2 | -2 | 4 | 17 | -3 | 6
CCn1c(C)nc2cc(C(=O)NN=Cc3ccc([N+](=O)[O-])cc3)ccc21 | 1.0 | -9 | i | 3 | 1 | -6 | -4 | 9 | -3
CC(C)N(CCO)Cc1nc(C(c2ccccc2)c2ccccc2)no1 | 0.9 | 6 | i | -13 | 2 | 5 | 0 | -2 | 0
CCCCNC(=O)C(NC(=O)c1ccc2ccccc2c1)C(=O)c1ccccc1 (centres undefined) | -0.2 | / | i | / | / | 3 | 15 | -2 | /
Cc1ncc(CO)c2c1Oc1nc(-c3ccccc3)nc(SCC(=O)Nc3cccc(O)c3)c1C2 | -0.4 | 15 | i | -2 | 8 | -36 | 15 | 5 | -4
CCn1c(=O)c(C(=O)NCCc2ccc(Cl)cc2)c(O)c2ccccc21 | -0.4 | -13 | i | -3 | -3 | 2 | -9 | 2 | 18
COc1cc(NC(=O)COC(=O)c2ccccc2F)cc(OC)c1 | -1.0 | 9 | i | -6 | -3 | 11 | -10 | 2 | 3
O=C(CSc1nnc(CN2CCOCC2)n1-c1ccccc1)N1CCc2ccccc21 | -0.3 | -4 | i | 1 | 2 | 12 | 8 | 5 | -4
Cc1ccc(OCCN(C)C(=O)C2CCC(=O)N(Cc3ccccc3F)C2)cc1 (centres undefined) | 0.5 | -1 | i | -4 | -3 | 8 | 6 | 0 | -2
CCN(CC)S(=O)(=O)c1ccc(N2CC(C(=O)NCCC3=CCCCC3)CC2=O)cc1 (centres undefined) | -0.9 | 4 | i | -1 | 2 | 3 | -4 | 3 | 3
CC1CCCN(CCCNC(=O)CN2C(=O)COc3ccccc32)C1 (centres undefined) | 0.0 | 2 | i | -6 | 1 | 2 | -6 | 0 | -5
Cc1ccccc1OCC(O)CN1CCN(c2ccc(Cl)cc2)CC1 (centres undefined) | 1.2 | 1 | i | 6 | 1 | -2 | -5 | 0 | 8
COc1ccccc1-n1c(SCC(=O)Nc2ccc(C)cc2)nc(O)cc1=O | 1.2 | 5 | i | -2 | -3 | -4 | 18 | -5 | -4
CCSc1nnc(NC(=O)C2CC(=O)N(Cc3ccccc3)C2)s1 (centres undefined) | 0.8 | -7 | i | -2 | 1 | 8 | -6 | 5 | -4
Cc1cc(C(=O)OCC(=O)N(CC(C)C)c2c(N)n(Cc3ccccc3)c(=O)[nH]c2=O)c(C)o1 | -0.1 | -11 | i | -1 | 1 | -16 | 3 | -7 | 0
Cc1cc2nn(-c3ccc(Cl)cc3)nc2cc1N | 1.0 | 12 | / | -6 | 0 | -3 | 20 | 0 | 6

Other results:
SMILES | MsrA inhibitor | E coli Lon inh | Neddylation inh | MsrA act | Rin1-Abl PPI inh | CendR NRP1 mod | SKN-1 inh | MT1-MMP act inh | FAS TE block
Cc1ccc(NC(=S)N(CCN2CCCCC2)Cc2ccco2)cc1Cl | 0.5 | 3 | i | -1 | -5 | -3 | -2 | 1 | 21
COc1ccc([C@H]2CC(=O)C=C(c3ccccc3-c3ccccc3)C2)cc1 | 2.0 | 1 | i | -2 | -1 | 17 | 13 | / | 22
Cc1ccc(N2C(=O)C(CC(=O)Nc3cccc(F)c3)N(CCc3ccncc3)C2=O)cc1 (centres undefined) | -0.7 | -4 | i | -7 | 2 | -8 | -4 | -6 | -1
Cc1ccccc1NS(=O)(=O)c1ccc2c(c1)oc(=O)n2C | 1.9 | -7 | i | 5 | 1 | 5 | 6 | 3 | -3
O=C(CCCc1nc(-c2ccccc2Cl)no1)N1CCOCC1 | -1.3 | 3 | i | -2 | 0 | 10 | 8 | -1 | -4
Cc1ccc(CNC(=O)CN2C(=O)COc3ccc(S(=O)(=O)N4CCCCC4)cc32)o1 | 0.6 | -4 | i | -4 | 0 | 4 | -12 | -3 | 4
CCC1(C)Cc2c(sc3nc(NC)n(C)c(=O)c23)CO1 (centres undefined) | 2.8 | -1 | i | -3 | -6 | -7 | 9 | 0 | -2
O=C(C1CC(=O)N(c2ccc(F)cc2)C1)N1CCN(c2ccccc2)CC1 (centres undefined) | -1.3 | 3 | i | -4 | 3 | 5 | 18 | 1 | -6
C=CCN1C(c2ccc(Br)cc2)=CS/C1=C(\C#N)c1nnc(N2CCOCC2)n1-c1ccccc1 | -0.3 | -20 | i | -2 | 2 | 3 | -23 | -2 | 9
O=C(NCc1ccco1)C1CCCN(c2ncnc3c2nc2n3CCCCC2)C1 (centres undefined) | -0.9 | -5 | i | -3 | 3 | 2 | 8 | 0 | -2
CC1CCN(C(C)C(=O)Nc2ccccc2-c2ccccc2)CC1 (centres undefined) | 1.0 | 10 | i | -1 | -1 | 14 | 44* | -5 | 14
COc1cc(CNC(C)C23CC4CC(CC(C4)C2)C3)ccc1OCC(=O)NC(C)(C)C (centres undefined) | 0.1 | 6 | i | 0 | 1 | 7 | 13 | 1 | -3
Cc1nccn1-c1ccc(NC(=O)[C@H]2O[C@@H](n3ccc(=O)[nH]c3=O)[C@H](O)[C@@H]2O)cc1 | -0.7 | -2 | i | -1 | / | 7 | 2 | 0 | -8
COc1cccc(/C=N/NC(=O)c2[nH]c(C)c(C(=O)N/N=C/c3cccc(OC)c3)c2C)c1 | 2.8 | -2 | i | -5 | -1 | -14 | 5 | 0 | 8
COc1ccc(C(=O)NC(C(=O)NCc2ccccc2OC)C(C)C)cc1 (centres undefined) | 1.0 | 3 | i | -1 | 5 | -4 | -2 | -5 | 0
CCCCn1c(N)c(N(CC(C)C)C(=O)c2cc(S(=O)(=O)N3CCCCC3)ccc2C)c(=O)[nH]c1=O | -0.5 | -5 | i | -4 | 3 | -1 | -5 | -2 | -4
Cc1ccc(S(=O)(=O)NCCC(=O)NC2CCCCC2C)cc1 (centres undefined) | -0.6 | -7 | i | 5 | 2 | 4 | 16 | 6 | -5
CCOC(=O)c1sc(N2N=C(C)C(N=Nc3cccc(C)c3)C2=O)nc1C (centres undefined) | 0.3 | 7 | i | -2 | -1 | -59 | -10 | 10 | 6
CC(C)COC(=O)Nc1nnc(Cc2ccccc2)s1 | -1.6 | -1 | i | -2 | 3 | 7 | 14 | 6 | -3
Nc1cc(CN2C(=O)c3ccccc3C2=O)cc(Cl)c1O | 1.4 | -8 | i | -1 | 1 | -27 | 4 | -4 | -2
O=C(CC1CCCCC1)NCCOc1ccccc1 | 0.3 | -9 | i | 0 | 0 | 2 | 5 | 1 | 2
CCCCc1nnc(NC(=O)c2ccccc2OCc2c(C)noc2C)s1 | 1.4 | -3 | i | -2 | 4 | 18 | 16 | 5 | 4
COC(=O)c1ccccc1NC(=O)NCc1ccncc1 | 1.5 | -4 | i | 4 | -3 | -6 | -9 | -1 | -10
Cc1cc(C)nc(Nc2nc(C(N)CCc3ccccc3)cs2)n1 (centres undefined) | 0.7 | 5 | i | -1 | 4 | -4 | -1 | 2 | -3
COc1ccc2cc(/C=N/O)c(Cl)nc2c1 | 0.9 | -1 | i | -6 | 3 | 2 | -1 | -9 | -8

Continued.
SMILES | MsrA inhibitor | E coli Lon inh | Neddylation inh | MsrA act | Rin1-Abl PPI inh | CendR NRP1 mod | SKN-1 inh | MT1-MMP act inh | FAS TE block
CC1(C)Oc2ccc(NC(=O)C3COc4ccccc4O3)cc2O1 (centres undefined) | -0.6 | 0 | i | 0 | -5 | 2 | 11 | -3 | 5
O=C(COc1ccccc1Cl)NCC(c1cccs1)N1CCOCC1 (centres undefined) | -0.1 | 7 | i | -2 | 0 | -1 | 5 | -5 | -3
CN(C(=O)COC(=O)C12CC3CC(CC(Cl)(C3)C1)C2)c1ccccc1 | -0.9 | -3 | i | 0 | -2 | 2 | 8 | -4 | 26
COc1cccc(CN(C)CC(=O)N2CCN(S(=O)(=O)c3ccccc3)CC2)c1 | 0.1 | 9 | i | -2 | 0 | 1 | 7 | 2 | -2
CCc1ccccc1NC(=O)COC(=O)C1C2CC3OC(=O)C1C3C2 (centres undefined) | -1.0 | 0 | i | -1 | -4 | -4 | 0 | 3 | -5
CC1(C2CC(=O)c3c(O)ccc(O)c3C2)OCCO1 (centres undefined) | -0.3 | 10 | i | -1 | -6 | 6 | 6 | -1 | -4
COc1ccc(/C(C)=N/OC/C(O)=C(\C#N)c2nc3ccccc3[nH]2)cc1OC | 3.5 | 0 | i | -2 | -1 | -11 | 6 | -2 | 2
NC(=O)c1ccc(C(=O)N/N=C(/Cc2ccccc2)c2ccccc2)cc1 | -0.4 | 6 | i | -1 | 0 | 11 | 3 | -1 | -4
